APJ agonist: agonists of human APJ apelin receptor; 330,000 tested, 0.11% active; activation, % at 20 µM; CHO-K1 APJ PathHunter beta-arrestin, luminescence; 0% DMSO wells, 100% apelin; P35414;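 active means activation more than six SD over the plate average, tested at 20 µM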;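 further: 0% = DMSO alone and 100% = apelin-13 at 10 nM; some results filed as inactive read as strong as hits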
Target sequence (P35414 whole entry, looked up): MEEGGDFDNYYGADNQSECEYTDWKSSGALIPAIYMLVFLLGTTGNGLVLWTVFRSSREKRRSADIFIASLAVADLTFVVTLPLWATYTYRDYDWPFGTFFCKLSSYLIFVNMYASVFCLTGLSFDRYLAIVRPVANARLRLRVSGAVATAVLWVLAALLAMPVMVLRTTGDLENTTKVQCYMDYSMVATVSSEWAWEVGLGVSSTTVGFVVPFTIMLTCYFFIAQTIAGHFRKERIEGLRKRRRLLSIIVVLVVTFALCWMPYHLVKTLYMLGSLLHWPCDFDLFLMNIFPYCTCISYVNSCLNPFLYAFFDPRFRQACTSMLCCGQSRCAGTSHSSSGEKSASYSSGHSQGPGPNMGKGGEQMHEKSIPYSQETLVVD
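Assay system: CHO-K1 cells stably expressing ProLink-tagged human APJ and arrestin–beta-gal acceptor. Compound dosing: 20 µM single point, 1% DMSO. Times: 16-18 h seeding, 90 min dark compound exposure, 60 min detection. Detection: beta-gal luminescence. Evaluation: APJ–arrestin association signal. Controls: negative DMSO alone, positive Apelin-13 at 10 nM.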
Mdm2-MdmX inh: human Mdm2/MdmX binding inhibition | 330,000 tested, 3% active | SaOS-2 split-luciferase Mdm2/MdmX complementation, luminescence | O15151+Q00987 | AID 485346 | inhibition, % at 8 µM;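 active means inhibition of at least 50% at 8 µM in the primary screen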
697 NFkB inh: inhibitors of the PMA/ionomycin-induced NF-kB reporter in 697 B cells | inhibition, % at 4 µM | 330,000 tested, 0.33% active | 697 B-cell NF-kB luciferase reporter, 16 h; in the data active means inhibition above about 35%
Jurkat NFkB inh: lowers PMA/ionomycin-induced NF-kB signal in Jurkat cells | PMA/ionomycin-induced NF-kB luciferase reporter, luminescence | inhibition, % at 4 µM | 330,000 tested, 0.53% active; in the data active means inhibition above about 50%
tim23-1 inh: inhibits growth of tim23-1 mutant yeast | S. cerevisiae tim23-1 growth, BacTiter-Glo luminescence, 24 h | inhibition, % at 20 µM | 330,000 tested, 1.3% active | AID 463212;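 active means growth inhibition of the mutant yeast at or above 50%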;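 further: temperature-sensitive mutant grown at 25 °C; plate controls were DMSO-treated mutant yeast for no effect and medium wells lacking yeast for full effect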
CHOP UPR activ: activators of apoptotic arm of unfolded protein response (CHOP) | AID 449763 | activation, % at 10 µM | CHO-CHOP luciferase reporter, UPR activation, luminescence; percent of tunicamycin response over DMSO baseline | 330,000 tested, 0.34% active;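 active means at 10 µM dose, activation of 40% or more, normalized to positive control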;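 further: 100% = tunicamycin at 10 µg/mL and 0% = DMSO alone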
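Assay system: CHO-CHOP cells, stable luciferase reporter of PERK-eIF2a-CHOP signalling / Buffer or medium: F12 plus 10% serum / Compound dosing: one dose, 10 µM in 0.5% DMSO / Times: 6 h compound treatment, 37 °C / Technique: luciferase luminescence / Read-out: % reporter activation, DMSO baseline versus tunicamycin full activation / Benchmarks: tunicamycin and DMSO controls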
APJ antagonist: blocks the human apelin receptor APJ; P35414; 330,000 tested, 0.32% active; inhibition, % at 20 µM; CHO-K1 APJ beta-arrestin complementation, luminescence;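 active means inhibition above about 40% at 20 µM, limit read from the data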;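 further: cells challenged with 10 nM apelin-13 agonist together with compound; plate controls were apelin-13 plus DMSO wells for no effect and DMSO wells lacking apelin-13 for full effect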
UPR XBP1 act: activators of adaptive arm of unfolded protein response (XBP1); AID 463104; 330,000 tested, 0.33% active; activation, % at 20 µM; CHO-XBP1 luciferase reporter, IRE1-XBP1 UPR activation, luminescence; percent of tunicamycin response, DMSO as zero;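 active means versus positive control, 20 µM dose yields 30% or more activation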;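 further: 100% = tunicamycin at 10 µg/mL and 0% = DMSO only wells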
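Material: CHO-XBP1 cells stably carrying IRE1-XBP1-driven luciferase reporter / Amount: 1000 cells per well / Compound: 20 µM, 1% DMSO / Times: 6 h treatment, 37 °C / Detection: luciferase luminescence / Measure: % activation of reporter signal versus tunicamycin and DMSO controls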
* marks the source's active call; other numbers are inactive results.

SMILES | APJ agonist | Mdm2-MdmX inh | 697 NFkB inh | Jurkat NFkB inh | tim23-1 inh | CHOP UPR activ | APJ antagonist | UPR XBP1 act
CC/C(=N\NC(=O)c1ccc2c(c1)OCO2)C12CC3CC(CC(C3)C1)C2 | -8 | 5 | 30 | -6 | -12 | 1.1 | -9 | 1
CC(OC(=O)c1ccccc1Oc1ccccc1)C(=O)NC1CC1 (stereo not given) | -3 | -2 | 1 | 3 | 16 | -1.5 | -1 | 2
NC(=O)C1CCN(C2CC(=O)NC2=O)CC1 (stereo not given) | -3 | 3 | 20 | 2 | 7 | -2.5 | 0 | 3
O=C(c1cc2nc(C3CC3)cc(C(F)(F)F)n2n1)N1CCCC1 | -1 | 7 | -29 | -29 | 12 | 0.8 | -4 | 0
O=C(CC(=O)N/N=C/c1ccccc1O)NCc1cccnc1 | -2 | -10 | 2 | 4 | -19 | 0.5 | 0 | -3
O=C(NCc1ccc2c(c1)OCO2)C1CCN(S(=O)(=O)N2CCCCC2)CC1 | 0 | -22 | 17 | -1 | 5 | 0.7 | -1 | -3
COc1ccc(C(=O)CN2CC(C)SC2=Nc2ccc(Cl)cc2)cc1 (stereo not given) | 0 | -15 | -78 | 35 | 45 | 4.9 | 18 | -1
CC(C)(C)N=C1NC(=NC(C)(C)C)c2ccccc21 | -8 | 34 | -20 | 16 | -10 | 0.1 | 15 | -4
Cc1c(C)c2ccc(OC(C)C(=O)NC3CCN(Cc4ccccc4)CC3)cc2oc1=O (stereo not given) | 0 | 21 | -11 | 6 | 4 | -0.1 | -15 | -4
CC(C)NC(=O)NC(=O)CN1c2cccc3cccc(c23)S1(=O)=O | 3 | -18 | -9 | -9 | 10 | 1.9 | -18 | -4
O=C(/C=C\Nc1ccc(Br)cc1)c1cccnc1 | 1 | -308 | -141 | -135 | 24 | 3.0 | -1 | 3
CCOC(=O)[C@H]1[C@H]2COc3ccc(Cl)cc3[C@@H]2N2C(=O)c3cc(OC)ccc3NC(=O)[C@@]12C | -4 | 27 | 20 | 5 | -10 | -0.4 | -9 | -3
Cn1cccc1-c1nc2ccc(NC(=O)c3ccccc3)cc2[nH]1 | 2 | -28 | 0 | -19 | 5 | 0.6 | -12 | 1
c1cc2c(cc1Oc1nc(N3CCOCC3)nc(N3CCOCC3)n1)OCO2 | -3 | 21 | -10 | -5 | 36 | -2.2 | 21 | -3
COc1cccc(S(=O)(=O)NCc2ccc(C(=O)Nc3ccc(Cl)cc3)cc2)c1 | -2 | 30 | 6 | 3 | 0 | 1.4 | 0 | -3
CCOc1ccc(N2C(=O)CC(Sc3nc(O)c(CC)c(=O)[nH]3)C2=O)cc1 (stereo not given) | -1 | -3 | -4 | -6 | -16 | -0.3 | -2 | -3
COc1cc(-c2nc(S(=O)(=O)c3ccc(Cl)cc3)c(N3CCOCC3)o2)cc(OC)c1OC | -4 | 29 | 28 | 12 | -6 | 6.7 | 13 | 6
Cc1cccc(N2CCN(C(=O)c3ccc4c(c3)OCCO4)CC2C)c1 (stereo not given) | 0 | 35 | -3 | 1 | 13 | -0.5 | 0 | -1
O=C(NC1CCCCCC1)C1CCC(=O)N(Cc2ccccc2F)C1 (stereo not given) | -3 | 0 | 6 | -3 | 9 | 2.7 | -56 | -3
CCN(Cc1ccccc1)Cc1ccc(OCc2ccccc2)cc1 | -1 | 5 | 0 | -23 | -19 | -0.8 | 17 | -5
O=C(Nc1cccc(O)c1)c1ccc(S(=O)(=O)N2CCCCCC2)cc1 | 0 | 10 | 7 | -26 | 20 | 1.1 | -6 | 0
CCOC(=O)CC(NC(=O)CCS(=O)(=O)c1ccc2c(c1)n(C)c(=O)c(=O)n2C)c1ccc(C)cc1 (stereo not given) | 1 | 10 | 0 | 18 | -9 | 0.7 | 5 | -4
CC(C)CCNC(=O)C1(c2cccs2)CCOCC1 | -2 | -2 | 5 | -6 | 7 | -0.5 | -8 | -3
CCCCCCCCCCOC(=O)C[N+](C)(C)C/C=C(/C)Cl | -5 | 39 | -19 | 10 | 4 | 2.3 | 5 | -1
COc1cc(OC)cc(C(=O)N2CCCc3ccccc32)c1 | 6 | 39 | 14 | 4 | 26 | 2.7 | 11 | -3
O=C1CCCc2cc3c(cc21)CC1(C3)Cc2cc3c(cc2C1)C(=O)CCC3 | 0 | 47 | -62 | 46 | 31 | 7.3 | 0 | 1
CCC(=O)c1ccc(OCC(=O)OCC(=O)Nc2ccc(C)c(S(=O)(=O)N3CCCCC3)c2)cc1 | -3 | 17 | -8 | -11 | -10 | -1.3 | 8 | -2
COc1ccc(C(=O)N(CN2CCCC2=O)c2nccs2)cc1OC | -2 | 19 | 26 | 11 | 9 | -0.7 | -3 | 0
CCOC(=O)N1CCN(Cc2nc3ccc([N+](=O)[O-])cc3c(=O)n2-c2ccccc2F)CC1 | -1 | 52* | 1 | -4 | 27 | 0.5 | -18 | -4
O=C(NC1CC1)C1CCN(c2ncnc3c2sc2cccc(F)c23)CC1 | -2 | 31 | -38 | -6 | 4 | 0.2 | -8 | -3
CCCCN(CC)C(=O)Cc1cn(C)c2ccccc12 | -4 | 4 | 5 | 2 | 11 | 3.5 | 10 | -2
CC1(C)CC(=O)C2=C(C1)OC(N)=C(C#N)C2c1cn(-c2ccccc2)nc1-c1ccccc1 (stereo not given) | 12 | 23 | -10 | 1 | 19 | 1.7 | -2 | -2
O=C(O)CSc1nc(C(F)(F)F)cc(=O)n1-c1ccccc1 | -3 | 13 | 0 | -17 | -4 | -0.2 | 4 | 1
COc1ccc(NC(=O)CN2C(=O)NC(C)(C3CCCCC3)C2=O)c(OC)c1 (stereo not given) | -5 | 9 | 12 | -5 | -4 | -0.5 | 9 | -4
O=C(NCCCn1ccnc1)/C(=C\c1ccccc1F)NC(=O)c1ccccc1 | -3 | 10 | 7 | 7 | -2 | 0.0 | 7 | -3
O=C(CN1CCOCC1)Nc1nc2cc([N+](=O)[O-])ccc2s1 | 1 | 11 | -17 | 0 | 24 | 0.8 | 28 | 1
NS(=O)(=O)c1ccc(N2CCN(CCOc3ccc(Cl)cc3)CC2)nc1 | 4 | 19 | -28 | 22 | 15 | 0.5 | -26 | -5
Cc1cc(/C=C(\C#N)C(=O)NCCc2c[nH]c3ccccc23)c(C)n1C | -1 | -26 | 5 | -8 | 13 | -2.4 | 2 | -1
CCOC(=O)N1CCC(NC(=O)c2ccc(CS(=O)(=O)c3ccc(OC)cc3)o2)CC1 | -4 | -11 | 4 | -9 | 1 | -1.6 | 11 | -3
O=C(COC(=O)CCc1ccc(S(=O)(=O)N2CCCCC2)cc1)Nc1ccc2c(c1)OCO2 | -2 | 8 | -18 | -5 | 2 | 2.4 | -19 | -2
CC1(C)NC(C)(C)C(O)(C(N)=O)C1=O (stereo not given) | -3 | 3 | 22 | 2 | 5 | -2.9 | -15 | 5
CCN(c1ccccc1)S(=O)(=O)c1ccc(N2CCN(c3ccc(O)cc3)CC2)nc1 | 0 | 5 | -21 | -2 | -22 | -0.1 | -26 | -4
O=C(c1cc(C2CC2)nn1-c1ccccc1)N1CCN(c2ccccn2)CC1 | 0 | 13 | -2 | -8 | 30 | -0.8 | -2 | -1
COc1ccc(/C=C2\SC(N)=NC2=O)cc1Br | 4 | 30 | -18 | -20 | 11 | -0.6 | -9 | 5
COCCn1c(SCC(=O)NC2CCCCC2)nnc1-c1ccco1 | -2 | 28 | 4 | 9 | -3 | -0.3 | 9 | -5

Five entries from above, tab-delimited:
structure	APJ agonist	Mdm2-MdmX inh	697 NFkB inh	Jurkat NFkB inh	tim23-1 inh	CHOP UPR activ	APJ antagonist	UPR XBP1 act
O=C(O)CSc1nc(C(F)(F)F)cc(=O)n1-c1ccccc1	-3	13	0	-17	-4	-0.2	4	1
COc1ccc(C(=O)CN2CC(C)SC2=Nc2ccc(Cl)cc2)cc1 (stereo not given)	0	-15	-78	35	45	4.9	18	-1
O=C(NC1CC1)C1CCN(c2ncnc3c2sc2cccc(F)c23)CC1	-2	31	-38	-6	4	0.2	-8	-3
O=C(NC1CCCCCC1)C1CCC(=O)N(Cc2ccccc2F)C1 (stereo not given)	-3	0	6	-3	9	2.7	-56	-3
CCOC(=O)N1CCN(Cc2nc3ccc([N+](=O)[O-])cc3c(=O)n2-c2ccccc2F)CC1	-1	52*	1	-4	27	0.5	-18	-4

The results go on:
SMILES | APJ agonist | Mdm2-MdmX inh | 697 NFkB inh | Jurkat NFkB inh | tim23-1 inh | CHOP UPR activ | APJ antagonist | UPR XBP1 act
Cc1ccccc1OCC(O)CN1CCN(CC(O)COc2ccccc2C)CC1 (stereo not given) | -2 | -10 | 12 | -4 | 21 | 0.5 | -2 | -1
O=C(CN1C(=O)NC2(CCc3ccccc32)C1=O)NCCc1ccccc1 (stereo not given) | -2 | 11 | 5 | -9 | 8 | -2.5 | -1 | -3
CS(=O)(=O)NC1c2cccc3cccc(c23)C1Sc1nncn1/N=C/c1ccco1 (stereo not given) | 4 | 3 | 18 | 5 | 21 | -0.4 | 12 | 0
CCCCn1c(N)c(N(CCC(C)C)C(=O)COC(=O)/C=C/c2ccc(F)cc2)c(=O)[nH]c1=O | -1 | 20 | 12 | 7 | 8 | 1.6 | 18 | -1
Cc1ccc(S(=O)(=O)NCc2ccccc2C)cc1 | -2 | 3 | -8 | 9 | 25 | 0.4 | 5 | -5
Cc1ccc(NC(=S)NC2CCCC2)c(C)c1 | 4 | -17 | 0 | -29 | 12 | 1.7 | -6 | 0
CCOc1ccc(NCc2cccn2-c2nnc(N3CCC(C(=O)NCCCN4CC(C)CC(C)C4)CC3)s2)cc1 (stereo not given) | 4 | 47 | -20 | 14 | 3 | 1.9 | 27 | 0
CC(NC(=O)c1ccc(Br)cc1Br)c1ccccc1 (stereo not given) | -2 | -4 | 27 | -14 | 16 | 0.5 | -6 | 0
C=CCN1C(=O)c2ccc(C(=O)N3CCN(S(=O)(=O)c4cc(C)ccc4C)CC3)cc2C1=O | -2 | 6 | -4 | -8 | 11 | -1.4 | 14 | -1
C[C@H](CO)N1C[C@H](C)[C@@H](CN(C)S(=O)(=O)c2ccc(F)cc2)Oc2ccc(NC(=O)C3CC3)cc2C1=O | -1 | -13 | 32 | 14 | 14 | -0.3 | 21 | -2
Cc1cccc(C)c1OCCN1CCCC1 | -3 | -2 | 2 | -6 | 6 | 1.4 | 12 | -5
C/C(=N\NC(=O)C1CCCC1)c1ccc(Cl)cc1 | 4 | 31 | 1 | -4 | 24 | 2.5 | 9 | 6
O=C(N1CCOCC1)C12CC3CC(C1)CC(C(=O)N1CCOCC1)(C3)C2 | 1 | 2 | -4 | -6 | 1 | -1.2 | -30 | 2
CC(=O)Nc1ccc(NC(=O)CSc2nnc(-c3cccs3)n2C)cc1 | -1 | 8 | 13 | 7 | 2 | -2.7 | -11 | -4
O=C(NCc1cccnc1)C(=O)NCC1OCCCN1S(=O)(=O)c1ccccc1 (stereo not given) | 1 | -1 | -23 | -8 | 14 | 2.0 | -18 | -1
OCC1(CCOc2ccccc2)CCN(Cc2ccc(OC(F)F)cc2)CC1 | -2 | 15 | -9 | 10 | 19 | 3.1 | 13 | -1
On1c2c(c3c4nonc4ccc31)CCCC2 | 2 | 17 | -1 | 11 | 50 | -2.9 | -30 | -3
